# PAFAH1B3 FP inh: blocks human PAF acetylhydrolase 1B catalytic subunit 3. Q15102. recombinant PAFAH1B3, FP-rhodamine probe, fluorescence polarization. inhibition, % at 3.39 µM. 340,000 tested, 0.28% active;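 active means inhibition above the screen-wide average of all tested compounds plus 3 SD, cut at about 25% in these data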;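 further: 0% = enzyme with DMSO only and 100% = wells lacking PAFAH1B3 protein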
# pPAFAH inh: pPAFAH (human) enzyme inhibition; Q13093; recombinant pPAFAH, FP-rhodamine probe fluorescence polarization; inhibition, % at 3.39 µM; 330,000 tested, 1.5% active; AID 463082;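 active means inhibition above the mean inhibition across the screen plus 3 SD, cut at about 25% in these data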;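 further: inhibitors block binding of the rhodamine activity-based probe so polarization drops; 0% = enzyme with DMSO and 100% = wells lacking pPAFAH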
# LYPLA1 counter: blocks human lysophospholipase 1, a PME1 counter-screen. O75608. recombinant LYPLA1, FP-Rh probe fluorescence polarization. inhibition, % at 5.9 µM. 320,000 tested, 0.16% active;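 active means inhibition above the mean of all tested compounds plus 3 SD, set per campaign, cut at about 14% in these data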;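 further: inhibitors block serine hydrolase probe labeling of LYPLA1 so polarization falls; 0% = enzyme with DMSO and 100% = wells lacking LYPLA1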
# LYPLA2 counter: blocks human lysophospholipase 2, a PME1 counter-screen. inhibition, % at 5.9 µM. O95372. recombinant LYPLA2, FP-Rh probe fluorescence polarization. AID 2177. 320,000 tested, 0.38% active;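 active means inhibition above the screen-wide mean plus 3 SD, limit set per campaign, cut at about 26% in these data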;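 further: 0% = LYPLA2 with DMSO and 100% = wells lacking LYPLA2 enzyme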
# Target sequence (O95372 whole entry, looked up): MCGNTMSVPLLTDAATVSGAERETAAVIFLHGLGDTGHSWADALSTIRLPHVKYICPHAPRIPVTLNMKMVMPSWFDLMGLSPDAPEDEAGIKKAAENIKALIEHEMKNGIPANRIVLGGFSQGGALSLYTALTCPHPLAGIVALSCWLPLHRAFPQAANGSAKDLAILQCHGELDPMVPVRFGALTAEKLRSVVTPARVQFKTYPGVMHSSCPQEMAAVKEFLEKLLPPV
# PAD4 FP inh: PAD4 (human) enzyme inhibition; Q9UM07; recombinant PAD4, RCA probe fluorescence polarization; inhibition, % at 6.36 µM; 330,000 tested, 0.41% active; AID 485272;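 active means percent inhibition above a cutoff equal to the mean of all tested compounds plus 3 SD, cut at about 15% in these data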;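 further: 0% = PAD4 with RCA probe and DMSO and 100% = probe without PAD4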
# Target sequence (Q9UM07 whole entry, looked up): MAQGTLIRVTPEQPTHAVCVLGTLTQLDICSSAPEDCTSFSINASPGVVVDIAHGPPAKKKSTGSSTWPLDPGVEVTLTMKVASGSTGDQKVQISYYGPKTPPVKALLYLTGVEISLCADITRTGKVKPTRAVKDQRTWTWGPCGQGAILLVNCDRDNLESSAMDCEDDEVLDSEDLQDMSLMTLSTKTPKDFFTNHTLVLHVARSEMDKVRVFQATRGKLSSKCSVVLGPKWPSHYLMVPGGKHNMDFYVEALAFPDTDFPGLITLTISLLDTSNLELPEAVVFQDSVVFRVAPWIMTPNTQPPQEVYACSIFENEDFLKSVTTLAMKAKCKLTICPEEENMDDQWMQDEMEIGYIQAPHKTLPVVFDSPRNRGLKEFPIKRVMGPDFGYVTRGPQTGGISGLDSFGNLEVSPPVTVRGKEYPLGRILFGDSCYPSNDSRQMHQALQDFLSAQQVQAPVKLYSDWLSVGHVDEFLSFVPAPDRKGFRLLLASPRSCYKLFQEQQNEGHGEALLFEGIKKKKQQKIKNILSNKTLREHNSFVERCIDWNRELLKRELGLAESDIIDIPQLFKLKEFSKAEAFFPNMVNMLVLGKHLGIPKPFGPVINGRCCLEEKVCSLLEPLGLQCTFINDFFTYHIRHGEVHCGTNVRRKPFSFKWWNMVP
# PAFAH1B2 inh: inhibitors of human PAFAH1B2; recombinant PAFAH1B2, FP-rhodamine activity probe, fluorescence polarization; AID 492953; 340,000 tested, 1.2% active; P68402; inhibition, % at 3.39 µM;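 active means inhibition above the mean of all tested compounds plus 3 SD, cut at about 24% in these data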;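 further: 0% = enzyme with DMSO and 100% = wells lacking PAFAH1B2; many of its hits are not listed in these tables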
# PME-1 inh: PME-1 (human) inhibition. 320,000 tested, 0.53% active. inhibition, % at 5.9 µM. AID 2130. Q9Y570. recombinant PME-1, FP-Rh probe fluorescence polarization;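 active means inhibition above the campaign mean of all compounds plus 3 SD, cut at about 26% in these data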;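 further: competitive labeling of PME-1 active site by serine hydrolase directed probe; 0% = PME-1 with DMSO and 100% = wells lacking PME-1 enzyme; inhibitors block probe labeling so polarization falls and inhibition rises; many of its hits are not listed in these tables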
# PREPL inh: human PREPL enzyme inhibition | recombinant PREPL, fluorescence polarization activity-based probe | inhibition, % at 5.96 µM | 320,000 tested, 0.68% active | AID 2751; in the data active means inhibition above about 43%;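 further: 0% = enzyme with DMSO and 100% = wells lacking enzyme; many of its hits are not listed in these tables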
# GSTO1 inh: counter-screen for RBBP9 inhibitors: inhibitors of human GSTO1; 300,000 tested, 1.1% active; inhibition, % at 5.96 µM; recombinant GSTO1, activity-based probe fluorescence polarization; P78417; AID 1974;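 active means inhibition above the campaign mean inhibition plus 3 SD, cut at about 35% in these data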;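 further: 0% = GSTO1-1 with DMSO and 100% = wells lacking GSTO1-1 enzyme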
# * = called active by the depositor; nt = no result given; & = joins results of further samples. This is a subset; rates above refer to the full screens.
SMILES,PAFAH1B3 FP inh,pPAFAH inh,LYPLA1 counter,LYPLA2 counter,PAD4 FP inh,PAFAH1B2 inh,PME-1 inh,PREPL inh,GSTO1 inh
COc1ccc(/C=C(/NC(=O)c2ccccc2)C(=O)N/N=C/c2ccncc2)cc1,-1,2,8,10,0,2,1,9,-2
O=C1CC(=O)C(n2cncn2)C(c2c(F)cccc2Cl)C1 (configuration not stated),-7,9,1,3,7,-1,4,6,2
CC(=O)c1c(C)[nH]c(C(=O)OCC(=O)NCCC(C)C)c1C,3,-3,2,-2,-5,-2,2,14,1
CC(=O)Nc1ccc(S(=O)(=O)N(C)c2ccccc2)cc1,-1,6,-1,-4,-2,-3,8,5,7
COC(=O)Cc1ccc(NC(=S)Nc2ccc(N3CCOCC3)cc2)cc1,10,6,-2,-1,4,5,2,13,4
COc1ccccc1Nc1nnc(SCc2cc(=O)n3cc(C)ccc3n2)s1,4,6,0,3,7,5,8,4,9
Cn1nnnc1SCc1nnc(-c2ccc(F)cc2)o1,-2,2,0,1,6,1,5,-7,-4
CCOC(=O)c1c(S(=O)(=O)Nc2ccc(F)cc2C)c(C)n(C)c1C,-1,4,-2,0,-5,1,8,2,-1
CN(C)C1(CNC(=O)C2CCN(S(=O)(=O)c3c(Cl)cccc3Cl)CC2)CCCCC1,3,2,0,-6,-3,-3,-2,-37,4
Cc1ccc(S(=O)(=O)Nc2nc(C)c(C(=O)Nc3ccccc3)s2)cc1,7,-1,-1,-1,-3,5,1,1,-13
O=c1c2c3c(sc2ncn1/N=C/c1ccc([N+](=O)[O-])o1)CCCC3,0,1,3,2,-5,-6,0,0,18
CC(=O)c1cc(-c2ccccc2)n(CCC(=O)NC(C)(C)C)c1C,-6,4,-2,-8,-5,-1,-9,3,9
COc1ccc(NC(=O)c2nc[nH]c2C(=O)Nc2ccccc2C)cc1,0,2,4,5,0,-1,-6,1,-2
COCCNS(=O)(=O)c1ccc(C2CNC(=O)C2)cc1 (configuration not stated),14,-6,0,-2,-3,1,1,11,0
O=c1nc(-c2ccccc2Cl)c2cc(F)ccc2[nH]1,3,6,4,2,-6,3,-2,-4,3
CCCC(=O)Nc1ccc(-c2cnc(-c3ccc(NC(=O)CCC)cc3)nc2)cc1,8,0,-5,-7,2,-1,-2,6,-2
O=C(/C=C/c1ccccc1[N+](=O)[O-])NCCCN1CCCC1=O,4,1,4,0,1,-1,-2,0,12
O=C(Nc1ccc(F)cc1)c1cc(S(=O)(=O)N2CCCCC2)cs1,1,2,-6,1,-7,5,-11,-1,-8
CCc1nc(C)cn1S(=O)(=O)c1cc(F)ccc1OC,-4,1,3,1,-4,-2,0,0,2
CCn1c(SCC(=O)Nc2cc(C)on2)nc2c([nH]c3ccccc32)c1=O,7,6,-4,-5,-2,0,-2,-6,8
c1ccc(C2=Nc3cccnc3C(c3ccccc3)=NN2)cc1,-10,1,2,3,-6,-1,2,1,-2
Cc1onc(-c2c(F)cccc2Cl)c1C(=O)OCC(=O)c1c[nH]c2ccccc12,4,-1,-11,-14,-2,-5,-11,9,-12
CCCCCCCCCC(=O)Nc1cccnc1,nt,4,0,-2,-2,nt,0,-6,3
CCC(=O)NC(=S)Nc1ccc(NC(=O)COc2ccc([N+](=O)[O-])cc2)cc1,1,-1,1,12,0,-1,-4,-18,-7
O=C(Nc1cnn(Cc2ccccc2)c1)NC12CC3CC(CC(C3)C1)C2,6,-1,1,-6,4,18,-2,1,9
CCOC(=O)C1=C(c2ccccc2)NC(=O)NC1c1ccc(OCC#N)c(OC)c1 (configuration not stated),-3,-1,0,-5,-3,5,2,8,3
CC(=O)Nc1ccc2nc(NC(=O)COc3ccccc3)sc2c1,8,2,1,6,0,3,-7,-2,3
C[C@H](CO)N1C[C@H](C)[C@@H](CN(C)Cc2ccc(C(=O)O)cc2)Oc2c(cccc2N(C)C)C1=O,-3,8,nt,nt,4,0,nt,12,nt
CC(C)C(=O)N1CCC(Cc2ccccc2)CC1,5,8,0,0,4,4,4,-2,8
Nc1nonc1N1CCCCC1,6,5,1,4,-1,3,-4,1,2

# Complete entries as entered above. Screens in order: PAFAH1B3 FP inh	pPAFAH inh	LYPLA1 counter	LYPLA2 counter	PAD4 FP inh	PAFAH1B2 inh	PME-1 inh	PREPL inh	GSTO1 inh
# CCc1nc(C)cn1S(=O)(=O)c1cc(F)ccc1OC reads -4	1	3	1	-4	-2	0	0	2
# Cc1onc(-c2c(F)cccc2Cl)c1C(=O)OCC(=O)c1c[nH]c2ccccc12 reads 4	-1	-11	-14	-2	-5	-11	9	-12
# Nc1nonc1N1CCCCC1 reads 6	5	1	4	-1	3	-4	1	2
# CCC(=O)NC(=S)Nc1ccc(NC(=O)COc2ccc([N+](=O)[O-])cc2)cc1 reads 1	-1	1	12	0	-1	-4	-18	-7
# O=C(Nc1ccc(F)cc1)c1cc(S(=O)(=O)N2CCCCC2)cs1 reads 1	2	-6	1	-7	5	-11	-1	-8

# (next part)
SMILES,PAFAH1B3 FP inh,pPAFAH inh,LYPLA1 counter,LYPLA2 counter,PAD4 FP inh,PAFAH1B2 inh,PME-1 inh,PREPL inh,GSTO1 inh
Cc1ccccc1-n1c(SCC(=O)N2CCN(c3ccccn3)CC2)nnc1N1CCOCC1,0,-4,0,-2,-2,-1,0,14,nt
O=C1/C(=C\c2ccc([N+](=O)[O-])cc2)CCc2ccccc21,-6,-2,1,6,1,1,3,16,4
CC(C)(C)NC(=O)c1ccccc1NC(=O)c1ccc2c(c1)OCO2,6,2,1,8,1,0,-10,12,-1
CCc1ccc2nc(Nc3nc(COC)cc(=O)[nH]3)nc(C)c2c1,-2,4,0,0,4,5,2,1,2
Cc1cc(OCc2cccc(Cl)c2)c(C)cc1CN1CCOCC1,-7,7,-2,3,-3,-2,-4,3,6
CCCCn1c(N)c(N(CC(C)C)C(=O)CSc2nnc(C)n2-c2ccc(OC)cc2)c(=O)[nH]c1=O,0,1,-4,0,-1,5,-1,0,-7
N/C(=N\OC(=O)Cc1ccccc1[N+](=O)[O-])c1cccc(Br)c1,6,12,0,13,2,5,7,9,-5
CCCS(=O)(=O)N1CCCC(C(=O)NCCCN2CCN(c3ccc(F)cc3)CC2)C1 (configuration not stated),10,5,-6,-4,-2,-1,1,38,2
Cc1cccc(C(=O)NC(=S)Nc2ccc(Cc3ccncc3)cc2)c1,-9,4,0,25,2,3,-5,-1,-5
COc1cc(OC)cc(N(C(=O)CNC(=O)c2ccco2)C(C(=O)NCC2CCCO2)c2ccccc2)c1 (configuration not stated),4,-4,-2,2,0,5,-2,7,8
Cc1ccc(C(=O)NCC(=O)OCC(=O)Nc2ccc3[nH]c(=O)[nH]c3c2)cc1,3,3,1,4,0,3,5,9,-3
Cc1cc2nc(/N=C(\N)NC(=O)N3c4ccccc4Sc4ccccc43)nc(C)c2cc1C,-7&-7,5,3,1,-5,-2&-1,-2,3,1
Cc1ccc(C(=O)O/N=C(\N)c2ccccc2)c(Cl)c1,4,-1,0,8,0,3,-7,0,0
CCOc1ccc(NC(=O)CN(C)C(=O)/C=C/c2ccc(S(=O)(=O)N3CCCCCC3)cc2)cc1OCC,-1,4,2,-9,-5,-2,1,1,0
O=C(c1ccccc1)c1sc(N2CCOCC2)nc1-c1ccccc1,0,0,0,3,-2,-2,0,-7,-4

# Part of the list above with just PME-1 inh, LYPLA2 counter and PAFAH1B2 inh.
smiles | PME-1 inh | LYPLA2 counter | PAFAH1B2 inh
Cc1ccc(S(=O)(=O)Nc2nc(C)c(C(=O)Nc3ccccc3)s2)cc1 | 1 | -1 | 5
O=c1c2c3c(sc2ncn1/N=C/c1ccc([N+](=O)[O-])o1)CCCC3 | 0 | 2 | -6
CC(=O)c1cc(-c2ccccc2)n(CCC(=O)NC(C)(C)C)c1C | -9 | -8 | -1
COc1ccc(NC(=O)c2nc[nH]c2C(=O)Nc2ccccc2C)cc1 | -6 | 5 | -1
COCCNS(=O)(=O)c1ccc(C2CNC(=O)C2)cc1 (configuration not stated) | 1 | -2 | 1

# Following part:
SMILES,PAFAH1B3 FP inh,pPAFAH inh,LYPLA1 counter,LYPLA2 counter,PAD4 FP inh,PAFAH1B2 inh,PME-1 inh,PREPL inh,GSTO1 inh
CC(NS(=O)(=O)c1ccc2c(c1)CC(C)N2C(=O)C1CC1)c1ccccc1 (configuration not stated),2,8,0,3,1,3,11,0,5
O=C(Nc1ccc(S(=O)(=O)N2CCOCC2)cc1)c1ccc([N+](=O)[O-])s1,7,3,0,2,-3,9,4,3,13
Cc1oc2ccccc2c1CNC(=O)N(C)C,10,5,1,3,1,0,0,-2,-6
CCOC(=O)c1sc(NC(=O)c2ccc(S(=O)(=O)N(C)C)cc2)cc1C,0,-1,-14,14,-2,2,-13,1,11
COc1ccc2c(c1OC)C(=O)OC2CC(=O)c1ccc2c(c1)OCO2 (configuration not stated),9,2,1,4,-1,-1,2,6,4
Cc1cccc(CSc2ccc3nnc(-c4cccnc4)n3n2)c1,6,-1,3,3,-1,0,2,14,-4
C=CCn1c(SCC(=O)N2CCc3ccccc3C2)nnc1-c1ccncc1,11,-4,-4,-7,0,5,-2,15,1
CCOc1cc(Cl)c(NC(C)=O)cc1OCC,-2,0,4,-5,-5,2,2,9,6
COc1ccc(-n2nnc3c(=O)n(CC(=O)N4CCCC4)cnc32)cc1,2,-2,-4,1,-5,3,1,6,4
CCCN(CC(=O)Nc1ccc(C(N)=O)cc1)CC(=O)Nc1ccccc1C,7,3,0,-6,-8,1,-7,-131,16
C/C=C/c1ccc(OCCCCN2CCC(C)CC2)c(OC)c1,0,-3,-1,-6,5,2,-1,6,-1
CCOC(=O)c1[nH]c2ccc(OC)cc2c1NS(=O)(=O)c1ccc(OC)cc1OC,7,-2,0,-1,1,5,7,-1,1
COc1ccc(NC(=O)c2csc3c2CCCCC3)c(OC)c1,9,7,2,6,-4,2,-2,5,-2
O=S(=O)(Nc1ccccn1)c1ccc(Br)cc1,3,-2,0,-11,2,5,-5,2,5
CCCc1nc2ccc(NC(=O)c3ccco3)cc2c(=O)n1Cc1ccccc1Cl,5,-6,-17,-10,-8,-3,-5,-37,-7
O=C(Nc1nccs1)C1Cc2ccccc2CN1S(=O)(=O)c1ccc(F)cc1 (configuration not stated),10,4,2,-2,1,2,-7,-17,8
CCC(=O)Nc1ccc(C(=O)NNC(=O)c2cccc(C)c2)cc1,7,-2,2,-2,2,2,6,3,-1

# Among those listed so far, these have bromine.
SMILES,PAFAH1B3 FP inh,pPAFAH inh,LYPLA1 counter,LYPLA2 counter,PAD4 FP inh,PAFAH1B2 inh,PME-1 inh,PREPL inh,GSTO1 inh
N/C(=N\OC(=O)Cc1ccccc1[N+](=O)[O-])c1cccc(Br)c1,6,12,0,13,2,5,7,9,-5
O=S(=O)(Nc1ccccn1)c1ccc(Br)cc1,3,-2,0,-11,2,5,-5,2,5

# Looked up above.
# CCCc1nc2ccc(NC(=O)c3ccco3)cc2c(=O)n1Cc1ccccc1Cl | LYPLA1 counter: -17
# CCCN(CC(=O)Nc1ccc(C(N)=O)cc1)CC(=O)Nc1ccccc1C | PREPL inh: -131

# Compound activity as filed in PubChem.
